LGR2 antag: blocks bursicon-induced cAMP signaling via Drosophila LGR2; HEK293 LGR2, CRE-luciferase, bursicon-stimulated, 4 h; inhibition, % at 9.99 µM; hit rate 0.35% among 380,000; AID 720647;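 active = drop in luminescence signal, shown as inhibition above about 50% in the replicate tests, limit read from the data, passing the limit was not always enough; inconclusive = probably only some replicates passing the limit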;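 also: agonist challenge used bursicon conditioned medium at about half maximal strength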
Statin myotox sup: protects C2C12 myotubes from simvastatin toxicity. rescue of ATP level, % at 7.49 µM. hit rate 0.78% among 330,000. ATP luminescence, 48 h; scaled: DMSO 0, geranylgeraniol control 100;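 active = mean ATP rescue above about 67%, or every replicate alone reaching that limit, limit read from the data, passing the limit was not always enough; inconclusive = no clear call, values can overlap the other calls; inactive = mean under the limit and some replicate under it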;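 also: myotubes were challenged with 10 µM simvastatin during compound exposure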
PGC1a acetyl inh: PGC1a acetylation modulation, inhibitor mode; U2OS PGC1a acetylation, AlphaScreen anti-acetyl-lysine; with virally co-expressed GCN5 acetyltransferase; inhibition, % at 15.6 µM; hit rate 0.17% among 350,000;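 active = every replicate shows inhibition of at least 40%; inconclusive = mean inhibition at least 40% but some replicate below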;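 also: 0% = neutral control wells and 100% = positive control wells; some results beyond the cut were filed as inactive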
Cneo AK release: causes C. neoformans cell lysis; lysis activity, % at 15 µM; adenylate kinase release luminescence, 4 h; normalised: neutral wells 0, clomiphene wells 100; hit rate 0.2% among 360,000;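 active = mean lysis activity across replicates of at least 80%, whatever share of replicates individually reach that level; inactive = mean lysis activity below 80%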
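read-out = cell lysis signal | test system = log-phase Cryptococcus neoformans yeast cells | input = cells at 5 × 10^6 per mL | medium = fresh YPD growth medium | signal = luminescent adenylate kinase detection reagent | timing = 4 h at 37 °C static, read 1 h later | dosing = single dose | controls = Clomiphene as positive lysis control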
GSIS activator: GLuc luminescence reporter in INS-1E cells, primary screen for activators of glucose-dependent secretion of insulin. INS-1E GLuc reporter insulin secretion, 2-3 h. hit rate 0.61% among 370,000. activation, % at 16.6 µM;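 active = lowest replicate activation of at least 40%, so every replicate reaches that level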;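 also: 0% = median of neutral control wells and 100% = median of IBMX positive control wells; some compounds called inactive have numbers as strong as hits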
PAX8 reporter: lowers PAX8-driven luciferase in RMG-I cells; RMG-I TPO-luciferase reporter, SteadyGlo, 24 h; inhibition, % at 12.6 µM; hit rate 1.2% among 360,000; AID 652154;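 active = mean replicate inhibition at least 60% with every replicate also reaching 60%; inconclusive = only one of the two criteria is met; inactive = mean below 60% and not all replicates reaching 60%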;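 also: luciferase light reporting Pax8 driven TPO promoter activity; plate controls were median of neutral control wells for no effect and mitoxantrone controls for full effect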
PglD DTNB: blocks C. jejuni PglD acetyltransferase activity. purified PglD enzyme, DTNB colorimetric CoA detection. inhibition, % at 12.5 µM. hit rate 0.098% among 360,000. AID 602405; in the data active = inhibition above about 16%, passing the limit was not always enough; inconclusive = no clear call, values can overlap the other calls; also: strong numbers were not always called active
ARNT TACC3 PPI: disruptors of human ARNT/TACC3 interaction; Q9Y6A5; AlphaScreen His-ARNT PAS-B/GST-TACC3 binding, luminescence; TACC3 fragment carries E629A point mutation; inhibition, % at 9.99 µM; hit rate 0.66% among 390,000; AID 623870;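 active = mean inhibition of replicates at least 50% and at least half of replicates each reaching 50%; inconclusive = half or more replicates reach 50% but mean below 50%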;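 also: 0% = complete ARNT plus TACC3 wells and 100% = ARNT alone without TACC3; many hits fall short of the cut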
The depositor's hits bear a star; ? = inconclusive; · = no result given. This is a random part of the collection; 2.9% or so of the library scored in one or more.

1. CN1CCN(S(=O)(=O)c2ccc3c4c(cccc24)C(=O)N3)CC1
2. CC(C)CNC(=S)NC(=O)c1ccccc1Cl
3. COCC#Cc1cnc2c(c1)C(=O)N([C@H](C)CO)C[C@@H](C)[C@@H](CN(C)S(=O)(=O)c1ccccc1)O2
4. CC12CCC(=O)N1C(C(=O)NNC(=O)COc1ccc(Br)cc1)CS2 (stereo not drawn)
5. CCOc1cccc(NC(=O)CSc2sc3c(O)cc(=O)[nH]c3c2C#N)c1
6. COc1ccc(CCn2c(=N)c(C(=O)NCc3ccco3)cc3c(=O)n4ccccc4nc32)cc1
7. C[C@H](CO)N1C[C@H](C)[C@@H](CN(C)Cc2ccc3c(c2)OCO3)Oc2ccc(NC(=O)Nc3ccc(C(F)(F)F)cc3)cc2CC1=O
8. CC=Cc1ccc2n(c1=O)C[C@H]1[C@H](CO)[C@@H](C(=O)NCC(F)(F)F)[C@@H]2N1C(=O)C1CCCCC1 (mixture of isomers)

assay / entry,1,2,3,4,5,6,7,8
LGR2 antag,-1,5,-8,-10,8,·,17,-6
Statin myotox sup,-12,·,-3,14,2,-3,-29,-4
PGC1a acetyl inh,-4,·,13,·,-4,-17,-13,-23
Cneo AK release,1,·,3,-8,-1,1,5,-3
GSIS activator,10,-4,-4,2,8,·,-2,-2
PAX8 reporter,-2,-41,·,-8,-1,·,43,0
PglD DTNB,6,·,2,-2,-3,3,0,-3
ARNT TACC3 PPI,-4,-4,-12,1,6,9,7,-15

9. CCCC#Cc1ccc2c(c1)O[C@@H](CN(C)Cc1cccnc1)[C@@H](C)CN([C@H](C)CO)S2(=O)=O
10. CSc1nc2c(c(=O)[nH]1)C(c1ccc(C(F)(F)F)cc1)CC(=O)N2 (stereo not drawn)
11. COc1cccc(CCc2nnc(CCC(=O)NC(C)Cc3cccs3)o2)c1 (stereo not drawn)
12. Cc1cccc(Nc2ncnc3ccccc23)c1
13. NS(=O)(=O)c1ccc(CCNC(=O)c2cc(-c3ccc(Br)cc3)nc3ccccc23)cc1
14. CCC(=O)N[C@@H]1C=C[C@@H](CC(=O)NCCN2CCCCC2)O[C@H]1CO
15. O=C(NN=C1CCCCCCC1)c1ccccn1
16. CCN1[C@@H]2c3ccc(C4=CCCC4)c(=O)n3C[C@H]1[C@H](CO)[C@H]2C(=O)NCc1ccccn1

assay / entry,9,10,11,12,13,14,15,16
LGR2 antag,-3,9,5,-25,9,-1,·,5
Statin myotox sup,11,6,·,·,·,3,-3,-22
PGC1a acetyl inh,-11,-5,3,24,·,14,-1,·
Cneo AK release,-1,·,0,-2,·,2,2,-10
GSIS activator,-31,9,-4,10,-19,8,·,21
PAX8 reporter,7,-13,5,-57,15,2,-17,·
PglD DTNB,4,·,-3,0,·,0,2,3
ARNT TACC3 PPI,25,-6,1,·,-3,-13,26,18

17. Cc1ccc(NC(=O)c2ccccc2)cc1-n1cnnn1
18. COc1ccc(NC(=O)c2ccc3c(c2)C(=O)N(Cc2cccnc2)C3=O)c(OC)c1
19. COc1ccc(CC(N)c2csc(NC(=O)Nc3ccccc3C(C)(C)C)n2)cc1 (stereo not drawn)
20. CS(=O)(=O)N1CCC(C(=O)NCc2ccco2)CC1
21. Cc1cc(OC(=O)c2cc(Cl)nc3ccccc23)ccc1Cl
22. CC(=O)N1c2ccc(S(=O)(=O)N3CCCC3)cc2CC1C(=O)NCc1ccc(N(C)C)cc1 (stereo not drawn)
23. COCCNC(=O)C[C@@H]1C=C[C@H](NC(=O)NC2CCCCC2)[C@H](CO)O1
24. CN1CCN(C(=O)c2ccc3c(c2)N(Cc2ccc(F)cc2)C(=O)c2ccccc2S3=O)CC1 (stereo not drawn)

assay / entry,17,18,19,20,21,22,23,24
LGR2 antag,8,·,10,-6,·,16,10,-10
Statin myotox sup,·,·,-9,1,5,12,4,19
PGC1a acetyl inh,?,0,·,2,2,7,-1,11
Cneo AK release,·,3,0,-1,0,3,0,-1
GSIS activator,8,-6,·,-2,·,7,13,-10
PAX8 reporter,4,·,0,·,·,5,-4,-2
PglD DTNB,·,6,-4,-1,-2,1,0,2
ARNT TACC3 PPI,-2,-3,·,-4,-3,25,14,-10

By substructure, the entries above containing bromine
4. CC12CCC(=O)N1C(C(=O)NNC(=O)COc1ccc(Br)cc1)CS2 (stereo not drawn)
13. NS(=O)(=O)c1ccc(CCNC(=O)c2cc(-c3ccc(Br)cc3)nc3ccccc23)cc1

assay / entry,4,13
LGR2 antag,-10,9
Statin myotox sup,14,·
PGC1a acetyl inh,·,·
Cneo AK release,-8,·
GSIS activator,2,-19
PAX8 reporter,-8,15
PglD DTNB,-2,·
ARNT TACC3 PPI,1,-3

(next part)
25. COc1ccccc1NC(=O)c1ccc(CN2CCOCC2)cc1
26. CCCCC(=O)N(C)c1c(CC)nc2c(OCC(=O)N3CCOCC3)cccn12
27. COc1cc(OC)c(OC)cc1/C=N/NC(=S)NCCN1CCOCC1
28. COCc1cc(C)nc(SCC(=O)Nc2nc(C)cs2)c1C#N
29. CCOC(=O)COc1ccccc1C(=O)c1cnn(-c2ccccc2)c1
30. O=C(c1cc(-c2ccco2)on1)N1CCc2ccccc2C1
31. CC=Cc1ccc2n(c1=O)C[C@H]1[C@H](CO)[C@@H](C(=O)NCc3ccc4c(c3)OCO4)[C@@H]2N1C(C)=O (mixture of isomers)
32. Cc1cccc(-c2ccc([C@@H]3[C@@H](CO)N4CCCCN(S(=O)(=O)c5cccs5)C[C@@H]34)cc2)c1

assay / entry,25,26,27,28,29,30,31,32
LGR2 antag,·,1,16,21,-37,-19,5,8
Statin myotox sup,-10,-1,·,-27,1,24,-13,·
PGC1a acetyl inh,-9,·,-1,4,-6,0,·,-20
Cneo AK release,1,-1,·,0,-1,2,0,-1
GSIS activator,·,11,12,-14,-36,0,8,-19
PAX8 reporter,·,-12,-1,-33,12,·,-12,7
PglD DTNB,-4,-2,·,-3,2,-4,2,4
ARNT TACC3 PPI,·,·,6,1,-5,·,0,-3

33. Cc1ccc(OCCSc2nnc(C)c(=O)n2N)cc1
34. Cc1ccc(S(=O)(=O)N2CCOCC2)cc1C(=O)NC1CCSc2ccccc21 (stereo not drawn)
35. CC(CC(=O)O)CC(=O)NNC(=O)c1cccc(Br)c1 (stereo not drawn)
36. CCOC(=O)CN1C(=N)N(c2nc(NC(C)C)nc(NC(C)C)n2)CC1=O
37. O=S(=O)(c1cc(Cl)ccc1Cl)N1CCCC1
38. CC(C)=CCOc1ccc([C@@H]2COc3c(ccc4c3C=CC(C)(C)O4)C2)c(O)c1
39. CCN(CC)C(=O)c1cccc(-c2csc(C(C)(NC(C)=O)c3ccc(OC)cc3)n2)c1 (stereo not drawn)
40. Cc1c(N2C(=O)/C(=C\c3cccc4ccccc34)SC2=S)c(=O)n(-c2ccccc2)n1C

assay / entry,33,34,35,36,37,38,39,40
LGR2 antag,16,37,38,-16,1,35,-2,·
Statin myotox sup,-44,2,9,-1,2,21,-10,1
PGC1a acetyl inh,3,·,·,2,0,-7,·,15
Cneo AK release,·,1,5,-4,-3,1,0,0
GSIS activator,3,11,6,20,-4,·,13,·
PAX8 reporter,-18,-9,8,·,·,·,11,21
PglD DTNB,·,5,0,9,0,-2,0,-3
ARNT TACC3 PPI,2,8,-10,0,-3,-4,·,·

41. Cc1cc(OCC(=O)Nc2cnn(CCCC(=O)O)c2)ccc1[N+](=O)[O-]
42. COc1ccc(C(=O)NCCCNC(=O)c2ccco2)cc1OC
43. COc1ccc(NC(=O)COc2ccc(/C=N/O)cc2OC)cc1
44. CC(=O)c1c(O)c2ccccc2n(C)c1=O
45. Cc1noc(C)c1NC(=O)Nc1ccc2c(c1)C(=O)N([C@@H](C)CO)C[C@@H](C)[C@@H](CN(C)S(=O)(=O)c1cn(C)cn1)OCCCC[C@@H](C)O2
46. O=C(CCS(=O)(=O)c1ccc2c(c1)NC(=O)CO2)NCCc1ccccc1
47. CCOC(=O)C1C(C(=O)OC)=C(C2=CCCCC2)c2ccccc2N1S(=O)(=O)C(F)(F)F (stereo not drawn)
48. O=C(NCC(c1ccco1)N1CCCCC1)c1ccc(S(=O)(=O)Nc2ccccc2)cc1 (stereo not drawn)

assay / entry,41,42,43,44,45,46,47,48
LGR2 antag,·,-11,-37,11,3,16,2,-5
Statin myotox sup,·,-9,·,·,·,4,-24,9
PGC1a acetyl inh,4,·,0,3,-3,-10,-11,·
Cneo AK release,·,-6,·,·,-1,0,1,·
GSIS activator,2,23,-7,7,15,-7,-6,-6
PAX8 reporter,-14,-9,-160,15,-3,-10,9,5
PglD DTNB,·,2,·,·,-2,1,-3,·
ARNT TACC3 PPI,1,·,2,2,-3,-6,2,0

Profiles, looked up by structure. Order of values: LGR2 antag | Statin myotox sup | PGC1a acetyl inh | Cneo AK release | GSIS activator | PAX8 reporter | PglD DTNB | ARNT TACC3 PPI
`CC(CC(=O)O)CC(=O)NNC(=O)c1cccc(Br)c1` (stereo not drawn) reads 38 | 9 | · | 5 | 6 | 8 | 0 | -10
`CCCC#Cc1ccc2c(c1)O[C@@H](CN(C)Cc1cccnc1)[C@@H](C)CN([C@H](C)CO)S2(=O)=O` reads -3 | 11 | -11 | -1 | -31 | 7 | 4 | 25
`CCN1[C@@H]2c3ccc(C4=CCCC4)c(=O)n3C[C@H]1[C@H](CO)[C@H]2C(=O)NCc1ccccn1` reads 5 | -22 | · | -10 | 21 | · | 3 | 18

Next compounds.
49. CCC(=O)N1[C@H](CO)[C@H](c2ccc(-c3cccnc3)cc2)[C@@H]1CN(C)C(C)=O
50. Cc1ccc(/C=N/NC(=S)Nc2cccc(S(=O)(=O)N(C)C)c2)o1
51. COC(=O)CCCC1=CC2=C(c3ccccc3)C(=O)C(C)(OC(=O)C3CCCC3)C(=O)C2=CN1C(CO)CO (stereo not drawn)
52. Cc1ccc(F)cc1-c1nc(NC(C)C)nc2cc(-c3ccccc3)sc12
53. CC(=O)Nc1ccc(SCCN2CC[C@@H](C)CCC2=O)cc1
54. COc1ccc(C(C)(C)C)cc1NC(=O)c1cc(S(=O)(=O)N(C)C)ccc1N1CCCC1

assay / entry,49,50,51,52,53,54
LGR2 antag,3,0,9,-40,-12,7
Statin myotox sup,-5,-14,-8,2,1,·
PGC1a acetyl inh,3,10,-4,·,9,·
Cneo AK release,0,0,-2,0,4,2
GSIS activator,4,·,6,66*,13,-3
PAX8 reporter,-12,15,-12,38,-11,-5
PglD DTNB,2,-2,1,3,4,5
ARNT TACC3 PPI,3,23,4,·,-29,9

Assay outcomes as filed in PubChem BioAssay.
